# Source: PubChem BioAssay (several laboratories)
# Diaph inh CS: diaphorase inhibitors and chemical oxidizers, primary screen, counter-screen for diaphorase-coupled primary assays, biochemical, uHTS, resorufin fluorescence. diaphorase resazurin-to-resorufin fluorescence, NADH, 16 min; bacterial (C. kluyveri) enzyme, not human. inhibition, % at 20 µM. 0.69% of 190,000 active. AID 1217, 2008;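 active = primary screen inhibition at 20 µM above a set limit, cut at about 50% in these data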;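 note: plate controls were DMSO with full reaction for no effect and wells lacking NADH for full effect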
#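 Benchmarks: positive control wells lacking NADH, neutral wells with DMSO only. System: bacterial diaphorase enzyme (C. kluyveri). Input: 0.14 U/mL diaphorase, enzyme working solution. Detection: resorufin fluorescence, excitation 544 nm, emission 590 nm. Times: 16-min room-temperature incubation before reading.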
# S1P3 antagonist: S1P3 receptor antagonists, primary screen, cell-based; Sphingosine 1-phosphate receptor 3 (Homo sapiens), Q99500; CHO S1P3 NFAT-BLA reporter, FRET fluorescence, antagonist mode; inhibition, % at 4.98 µM; 0.27% of 170,000 active;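 active = inhibition above the plate cutoff, the mean inhibition of test wells on that plate plus 3 SD, cut at about 28% in these data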;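 note: cells challenged with S1P at its EC80 of 0.8 µM; blue over green emission ratio from cleaved BLA substrate after 4 h stimulation; 0% = S1P-stimulated wells and 100% = unstimulated DMSO-only wells; some compounds past the cut are filed as inactive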
# PPARg SRC-1 ag: PPARgamma agonists recruiting SRC-1 coactivator, primary screen, biochemical; activation, % at 8 µM; AID 631, 2007; 0.41% of 200,000 active; PPARgamma-SRC-1 coactivator recruitment biochemical assay; Peroxisome proliferator-activated receptor gamma (Homo sapiens), P37231; in the data active = activation above about 19%;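 note: 0% = DMSO and 100% = reference agonist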
# PMI activator: activators of human PMI, primary screen, biochemical, fluorescence intensity, near-Km mannose 6-phosphate | Mannose-6-phosphate isomerase (Homo sapiens), P34949 | purified human PMI, coupled resazurin fluorescence, 20 min; stronger effect = higher value; 1 = vehicle control, 0 substrate-free wells | activation factor at 20 µM | 0.005% of 190,000 active | AID 1214, 2008;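 active = activation factor of 2 or more at 20 µM, relative to plate controls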
# Target sequence (P34949 whole entry, looked up): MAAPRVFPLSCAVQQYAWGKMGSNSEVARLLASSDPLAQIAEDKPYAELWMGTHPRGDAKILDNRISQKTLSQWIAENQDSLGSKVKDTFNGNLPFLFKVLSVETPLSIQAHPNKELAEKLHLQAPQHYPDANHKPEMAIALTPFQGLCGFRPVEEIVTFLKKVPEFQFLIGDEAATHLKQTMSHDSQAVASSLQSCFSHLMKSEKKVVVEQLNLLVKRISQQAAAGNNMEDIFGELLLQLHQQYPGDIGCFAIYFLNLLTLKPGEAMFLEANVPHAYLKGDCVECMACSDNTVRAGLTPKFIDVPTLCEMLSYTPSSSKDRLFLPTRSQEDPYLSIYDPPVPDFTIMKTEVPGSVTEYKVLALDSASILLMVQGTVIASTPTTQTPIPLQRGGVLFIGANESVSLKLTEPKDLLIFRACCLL
# ROMK primary: ROMK potassium channel modulators, primary screen, cell-based, thallium flux, MLSMR library. ATP-sensitive inward rectifier potassium channel 1 (Homo sapiens), P48048. Tet-inducible ROMK, thallium flux fluorescence; actives lie on both sides. B-score at 10 µM. 2% of 130,000 active;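 active = signal ratio slope over the read window, or its plate-corrected B-score, at least 3 SD from the plate mean, either direction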;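 note: B-score of the F/F0 ratio slope over 7 to 12 s after thallium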
# Target sequence (P48048 whole entry, looked up): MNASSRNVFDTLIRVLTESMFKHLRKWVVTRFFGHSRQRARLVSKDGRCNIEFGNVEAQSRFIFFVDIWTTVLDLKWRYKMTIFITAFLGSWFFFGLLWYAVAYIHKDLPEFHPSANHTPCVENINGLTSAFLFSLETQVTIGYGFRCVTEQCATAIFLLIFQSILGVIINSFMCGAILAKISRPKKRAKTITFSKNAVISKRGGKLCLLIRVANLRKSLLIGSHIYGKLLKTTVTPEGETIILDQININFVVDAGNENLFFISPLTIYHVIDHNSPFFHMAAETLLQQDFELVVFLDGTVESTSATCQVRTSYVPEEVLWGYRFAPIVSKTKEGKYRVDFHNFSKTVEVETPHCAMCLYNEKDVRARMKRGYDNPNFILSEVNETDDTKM
# PMI act satM6P: human PMI activators, high substrate, primary screen, biochemical, fluorescence intensity, near-saturating mannose 6-phosphate. Mannose-6-phosphate isomerase (Homo sapiens), P34949. coupled PMI enzyme assay, resazurin fluorescence, 20 min; stronger effect = higher value; 1 = untreated enzyme, 0 = substrate-free blank. 0.34% of 190,000 active. activation factor at 20 µM;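 active = activation factor of 2 or more at 20 µM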
#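 test system = human PMI in coupled enzyme assay | medium = HEPES-buffered pH 7.4 with magnesium and detergent | also added = 1.0 mM mannose-6-phosphate substrate with 0.22 mM NADP+ | compound = 20 µM single dose | times = 20 min incubation at room temperature | measured by = resorufin fluorescence (Ex 544/Em 590 nm) from resazurin via diaphorase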
# Diaphorase act: compounds boosting diaphorase resazurin reduction – biochemical, uHTS, resorufin fluorescence, counter-screen for diaphorase-coupled primary assays, primary screen. Diaphorase/resazurin coupled assay, 16 min; stronger effect = higher value; 1 = vehicle wells, 0 = NADH-free wells. activation factor at 20 µM. 0.005% of 190,000 active;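 active = diaphorase activity raised at least twofold by the compound at 20 µM; inactive = activation factor below 2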
#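 Material: purified diaphorase enzyme from Clostridium kluyveri / Medium: HEPES pH 7.4 buffer with MgCl2 and Tween 20 / Schedule: enzyme reaction of 16 min at room temperature / Measured by: resorufin fluorescence, excitation 544 nm, emission 590 nm / Evaluation: rise in resorufin formation, marking diaphorase activation or chemical reduction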
# PPARg SRC-3 ag: PPARgamma agonists recruiting SRC-3 coactivator, primary screen, biochemical; Peroxisome proliferator-activated receptor gamma (Homo sapiens), P37231; biochemical PPARgamma/SRC-3 coactivator recruitment assay; activation, % at 8 µM; 0.26% of 200,000 active; in the data active = activation above about 23%;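 note: 0% = DMSO and 100% = reference agonist; some compounds past the cut are filed as inactive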
# PPARg SRC2 recr: agonists of PPARg-SRC-2 recruitment, primary screen, biochemical, HTS; Peroxisome proliferator-activated receptor gamma (Homo sapiens), P37231; PPARgamma LBD-SRC-2 recruitment; activation, % at 8 µM; 0.34% of 200,000 active; in the data active = activation above about 22%;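 note: 0% = vehicle and 100% = reference agonist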
# G6PDH counter: L. mesenteroides G6PDH inhibitors, counter-screen for G6PDH-coupled screening assays, biochemical, Leuconostoc mesenteroides enzyme. inhibition, % at 5 µM. glucose-6-phosphate dehydrogenase [Leuconostoc mesenteroides]. Purified L. mesenteroides G6PDH, diaphorase/resazurin coupled fluorescence, 45 min. 0.12% of 200,000 active. AID 1020, 2008; in the data active = inhibition above about 50%
# SRC2 TRFRET art: TR-FRET signal artefacts, primary screen, artefact control for PPARgamma SRC-2 agonist project, biochemical | TR-FRET artefact counter-screen; stronger effect = higher value | TR-FRET ratio at 8 µM | 0.4% of 200,000 active; in the data active = TR-FRET ratio above about 2000; note: inactives centre near 1500
# Starred values were filed as active, the others as inactive; / = not tested or not shown.
SMILES,Diaph inh CS,S1P3 antagonist,PPARg SRC-1 ag,PMI activator,ROMK primary,PMI act satM6P,Diaphorase act,PPARg SRC-3 ag,PPARg SRC2 recr,G6PDH counter,SRC2 TRFRET art
COC(=O)c1cc2c(C)[nH]c(C)c2cc(C(=O)OC)c1=O,17,-1,12,1.4,0.53,1,0.8,2,8,-2,1624
CCOc1cc(NC(=S)Nc2ccccc2)c(OCC)cc1NC(=O)c1ccccc1,18,/,0,1,/,0.9,0.8,6,-3,7,1493
Cn1cc(Br)c(C(=O)N/N=C/c2cccc(OC3CSC3)c2)n1,9,14,-1,1,0.0044,1,0.9,2,5,2,1461
CCOc1ccccc1N1CCN(S(=O)(=O)c2cc(C)ccc2OC)CC1,/,6,8,/,-0.24,/,/,3,11,19,1518
Cn1cc(S(=O)(=O)Nc2ccc(Br)cc2F)c(=O)n(C)c1=O,-1,-14,5,1,/,1.1,1,2,-1,-1,1584
O=C(Nc1cccc(F)c1)c1cccnc1N1CCOCC1,11,-9,10,1,-0.12,1,0.9,22,11,3,1629
COc1ccc(NC(=O)CSc2nc(NS(=O)(=O)c3ccc(C)cc3)cc(=O)[nH]2)cc1,30,/,3,0.9,0.26,0.9,0.7,3,7,3,1602
Cn1cccc1C(=O)c1cccc([N+](=O)[O-])c1,4,3,2,1,-0.47,1,1,2,6,5,1393
COc1cc(NC(=O)c2cccs2)cc(OC)c1,20,-19,4,0.9,-1.2,0.9,0.8,-16,-6,-14,1482
C=CCn1c(-c2ccc(Cl)cc2)cnc1SC(C)C(=O)NC(N)=O (centres undefined),8,-16,4,0.9,-0.76,0.9,0.9,4,8,9,1765
OCCSc1nc(-c2ccccc2)nc2ccc(F)cc12,32,9,2,0.8,-0.45,0.9,0.7,5,8,12,1559
O=S(=O)(c1cnc[nH]1)N1CCN(c2ccc(Cl)cc2)CC1,2,/,0,1.1,/,1,1,0,-5,3,1568
CCC(C)(C)C1CCC2(CC1)NC(=O)N(CC(=O)Nc1nc(-c3ccc(C)cc3)cs1)C2=O (centres undefined),11,/,7,0.9,-0.65,0.9,0.9,5,1,-4,1531
O=C(Cc1ccccc1)N1CCN(C(=O)c2ccco2)CC1,5,/,3,1,/,1,1,-4,5,6,1573
Cc1cnc(C(=O)Nc2cccc(S(=O)(=O)N(C)C)c2)cn1,12,-6,5,0.9,/,1,0.9,4,-3,0,1835
CC(C)OCC(O)CS(=O)Cc1ccccc1 (centres undefined),1,/,2,1.1,0.85,1,1,-2,1,15,1429
COC(=O)CSc1nnc(-c2ccco2)o1,20,-7,0,1,1.7,0.9,0.8,-6,-6,11,1518
Cc1onc(-c2c(Cl)cccc2Cl)c1C(=O)N1CCCc2ccccc21,7,/,4,1,-0.76,1.1,0.9,2,1,-1,1697
COc1ccc(C)cc1S(=O)(=O)Nc1ccccc1,4,/,2,1.1,0.069,1.1,1,7,2,2,1720
CCOc1ccc2[nH]c3c(N4CCN(c5ccccn5)CC4)ncnc3c2c1,11,22,-2,0.9,/,0.9,0.9,1,-6,-39,1497
CN(c1ccc(OCC(=O)OCC(=O)NCc2ccco2)cc1)S(=O)(=O)c1ccc2ccccc2c1,23,-3,8,0.9,-0.16,0.9,0.8,5,3,3,1740
CCc1cc(C(=O)NCCN(C)C)cs1,11,-28,-6,0.9,/,0.9,0.9,12,-5,-13,1567
CCCS(=O)(=O)N1CCCC(C(=O)NCC2CCCO2)C1 (centres undefined),7,10,2,1,/,1,0.9,14,18,-3,1939
N#C/C(=N\Nc1ccc(S(=O)(=O)N2CCc3ccccc32)cc1)C(N)=S,56*,26,9,0.7,1.2,0.8,0.4,14,-3,-3,1617
CCOC(=O)c1ccc(NC(=O)CSc2nnc(CNc3ccc(OC)cc3)n2C)cc1,29,-24,3,0.8,-0.47,0.5,0.7,-1,-1,13,1487

# Grouped by structure, the compounds so far containing a thiophene ring, fused or not (two)
SMILES,Diaph inh CS,S1P3 antagonist,PPARg SRC-1 ag,PMI activator,ROMK primary,PMI act satM6P,Diaphorase act,PPARg SRC-3 ag,PPARg SRC2 recr,G6PDH counter,SRC2 TRFRET art
COc1cc(NC(=O)c2cccs2)cc(OC)c1,20,-19,4,0.9,-1.2,0.9,0.8,-16,-6,-14,1482
CCc1cc(C(=O)NCCN(C)C)cs1,11,-28,-6,0.9,/,0.9,0.9,12,-5,-13,1567

# (more compounds)
SMILES,Diaph inh CS,S1P3 antagonist,PPARg SRC-1 ag,PMI activator,ROMK primary,PMI act satM6P,Diaphorase act,PPARg SRC-3 ag,PPARg SRC2 recr,G6PDH counter,SRC2 TRFRET art
Cc1sc2ncnc(SCC(=O)c3ccc(Cl)s3)c2c1C,-15,/,2,1.1,/,1.1,1.1,-6,0,5,1465
CN(CC(=O)N1CCc2[nH]c3ccc(F)cc3c2C1)CC1OCCO1,7,/,2,1,/,0.9,0.9,5,0,2,1461
O=C(NCC1CCCO1)/C(=C\c1cccc([N+](=O)[O-])c1)NC(=O)c1ccccc1 (centres undefined),-4,-4,4,1.1,0.72,1,1,2,1,7,1510
CCCCCCC(=O)Nc1c(O)c2ccccc2[nH]c1=O,-8,-32,-11,1,-0.62,1,1.1,0,-8,5,1501
Cc1ccc(C2(C(F)(F)F)NC(=O)N3CCN=C3S2)cc1 (centres undefined),-1,8,-2,1,/,1,1,9,4,8,1710
COCCCNS(=O)(=O)c1ccc2c3c(cccc13)C(=O)S2,13,/,2,1,/,0.9,0.9,-3,12,13,1518
O=C(C1CC1)N1CCN(c2nc3ccccc3s2)CC1,11,-9,-1,1,/,1,0.9,3,-6,-6,1447
CCOC(=O)C1(CC2CCCCO2)CCN(Cc2ccc(OC)cc2F)CC1 (centres undefined),9,11,3,1,/,1,0.9,2,1,4,1464
O=c1oc2ccccc2c(N2CCCCC2)c1[N+](=O)[O-],7,6,2,1,-1.6,1,0.9,-1,-6,5,1395
Cc1ccc(C(=O)OCC(=O)c2cc(C)n(CC3CCCO3)c2C)cc1 (centres undefined),5,-5,3,1,-0.42,1.1,1,5,0,11,1675
Cc1cc(NC(=O)C(C)Oc2ccc(Cl)cc2Cl)n(-c2ccccc2)n1 (centres undefined),21,/,0,0.7,0.031,0.8,0.8,2,5,5,1420
CCCOc1ccc(N2CC(C(=O)Nc3ccccc3OC)CC2=O)cc1 (centres undefined),22,-31,2,0.9,/,0.9,0.8,6,13,-24,1569
Cc1cc(Br)cc(C)c1NC(=O)c1ccccc1[N+](=O)[O-],7,-5,0,0.9,/,1,0.9,-9,-5,-1,1372
CC1=C(C(=O)N2CCOCC2)C(c2cc(C)cs2)NC(=O)N1 (centres undefined),4,/,-1,1.1,/,1.2,1,5,2,28,1572
CCOC(=O)C1=C(c2ccccc2)N=C2SCC(=O)N2C1c1ccc(OCC)c(OCC)c1 (centres undefined),14,/,3,0.9,0.078,0.9,0.9,5,2,-2,1612
O=C(N(c1ccccc1)c1ccccc1)n1ccnc1,3,/,2,1.1,0.11,1.1,1,-7,0,-1,1579
COc1ccccc1/C=N/NC(=O)C(=O)Nc1ccccc1OC(F)(F)C(F)F,8,14,-4,0.9,/,0.9,0.9,3,6,-3,1658
CC(C)OC(=O)[C@H]1[C@H](c2ccc(Cl)cc2)[C@@](C#N)(C(N)=O)[C@@H]2C=CC(C(N)=O)=CN21,26,/,10,0.8,1,0.8,0.7,6,-2,-5,1577
O=C(N/N=C/c1ccc[nH]1)c1cc(-c2cccs2)nc2ccccc12,23,7,6,1.5,0.73,1.2,0.8,3,6,2,1506
COc1ccc(C2Nc3ccccc3C(=O)N2O)cc1OC (centres undefined),4,-13,5,1.2,/,1.2,1,0,3,19,1657
CCCC(=O)Nc1cc(C(=O)O)ccc1S(=O)(=O)c1ccc(C)cc1,11,4,9,1.2,0.046,1.2,0.9,-1,2,2,1639
CC1=C(C(=O)Nc2ccc(C)cc2C)C(c2ccc(C)o2)NC(=O)N1 (centres undefined),1,/,2,1,0.67,1.1,1,8,15,-2,1550
Cc1ccc(C2NC(C(=O)O)CS2)cc1 (centres undefined),23,-9,10,0.8,0.75,0.9,0.8,2,6,18,1600
CC(C)CN(CCNC(=O)CC1Oc2ccccc2NC1=O)CC(C)C (centres undefined),3,-23,-8,1,/,1.1,1,5,-9,15,1504
CC1=NC(C)(C)Cc2cc(C)c(C)cc21,10,-7,-4,1,0.016,1,0.9,-3,3,5,1599

# (list continues)
SMILES,Diaph inh CS,S1P3 antagonist,PPARg SRC-1 ag,PMI activator,ROMK primary,PMI act satM6P,Diaphorase act,PPARg SRC-3 ag,PPARg SRC2 recr,G6PDH counter,SRC2 TRFRET art
Cc1ccc(-c2nn[nH]n2)o1,19,-16,-2,1.1,/,1,0.8,-12,0,5,1339
Cc1ccc(-c2nnc(N(C)C(=O)c3cccnc3)s2)cn1,9,23,-4,1,/,1,0.9,-8,5,9,1426
Cc1ccccc1CN1CCN(CC(=O)NCc2ccccc2)C1=O,-8,/,-9,1.1,/,1.1,1.1,5,0,-2,1517
O=C(Nc1ccc(N2CCOCC2)c(Cl)c1)c1ccc(Cl)cc1,12,-27,0,0.9,0.7,0.9,0.9,4,-6,3,1614
COc1ccc2[nH]c3c(=O)n(CCCCCC(=O)NCCC(C)C)c(=S)[nH]c3c2c1,9,-11,8,1.1,-0.58,1.1,0.9,-2,0,5,1574
CC(C)NC(=O)COC(=O)c1cncc(Br)c1,0,-4,3,1,0.28,1,1,3,1,0,1521
O=C(NCC1CCCO1)C(=O)NCC(c1ccco1)N1CCN(c2ccccc2)CC1 (centres undefined),1,1,4,1,0.045,1,1,2,-1,5,1648
